From PubChem BioAssay
Vif inh: inhibitors of HIV Vif. inhibition, % at 7.49 µM. AID 602346. 0.35% of 340,000 active. HEK293T cells, Vif self-association by quenched fluorescence, imaging, 24 h; in the data active = inhibition above about 50%, passing the limit was not always enough; also: some results filed as inactive read as strong as hits
TRPM1 prom inh: reduces MITF-dependent TRPM1 promoter luciferase signal. SK-MEL-5 TRPM1 promoter luciferase, 24 h. inhibition, % at 12.5 µM. 0.83% of 330,000 active;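 active = mean inhibition across replicates of 60% or more, whatever share of single replicates reaches that level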; also: values of inactives mirror those of a sister screen read the other way
aDG glyco act: alpha-DG glycosylation activation | Pro5-aDG cells, alpha-DG glycosylation AlphaScreen (IIH6); 0% Pro5, 100% B10-LARGE cell signal | activation, % at 10 µM | 0.22% of 360,000 active;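 active = activation of at least 8% versus controls, or a plate z-score of at least 8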;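 also: Pro5 are CHO cells carrying HIG-tagged alpha-DG that lacks glycosylation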
iPSC survival up: increases survival of single human iPS cells; hiPSC single-cell survival, ATPlite luminescence; 100% = ROCK inhibitor wells, 0% = DMSO; survival enhancement, % at 20 µM; 0.044% of 360,000 active; AID 602274; in the data active = survival enhancement above about 18%;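 also: cells exposed to compounds for 16 hours before the ATP read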
NR2E3 ag-1: agonists of human nuclear receptor NR2E3; Q9Y5X4; GST-NR2E3/biotin-RetCOR TR-FRET, 1536-well; inhibition of corepressor binding, % at 4.78 µM; 0.12% of 320,000 active; AID 2300;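 active = percent inhibition above the cutoff of mean plus 3 SD of all tested compounds, set per screening campaign, cut at about 20% in these data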;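 also: 0% = DMSO wells and 100% = biotin wells as full block of FRET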
Target sequence (Q9Y5X4 whole entry, looked up): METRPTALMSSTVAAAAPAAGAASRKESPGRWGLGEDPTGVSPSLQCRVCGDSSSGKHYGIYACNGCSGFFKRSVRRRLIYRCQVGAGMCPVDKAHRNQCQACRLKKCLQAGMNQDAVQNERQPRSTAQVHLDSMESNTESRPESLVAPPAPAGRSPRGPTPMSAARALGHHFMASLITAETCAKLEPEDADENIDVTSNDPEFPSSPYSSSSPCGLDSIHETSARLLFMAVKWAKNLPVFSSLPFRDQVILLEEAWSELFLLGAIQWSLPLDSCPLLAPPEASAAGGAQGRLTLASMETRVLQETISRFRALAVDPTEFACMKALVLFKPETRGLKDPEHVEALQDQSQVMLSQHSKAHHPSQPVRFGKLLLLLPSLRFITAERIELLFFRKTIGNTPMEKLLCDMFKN
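System: GST-NR2E3 and biotin-RetCOR proteins; probe or stimulus: 7 nM biotin-RetCOR; doses: compound at 4.8 µM, single dose; schedule: Compound–protein incubation for 5 h at 4 °C; detection: time-resolved FRET; read-out: percent inhibition; controls: biotin wells as high control, 0.6% DMSO wells as low control; format: 1536-well plates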
Exocytosis inh: blocks lytic granule exocytosis. TALL-104 LAMP-1 surface exposure, flow cytometry; cells stimulated with thapsigargin and PMA. inhibition, % at 10 µM. 0.66% of 360,000 active. AID 651702;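 active = inhibition above about 55%, limit read from the data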
CaV13 ICDI inh: Disruptors of the CACNA1D IQ motif to Ca2+-dependent inactivation inhibitor domain association, primary screening, Förster resonance energy transfer in intact living …. HEK cells, CFP/YFP FRET ICDI-IQ, plate reader, 10 min; percent FRET-ratio fall versus neutral wells. 0.098% of 340,000 active. inhibition, % at 12.3 µM;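 active = mean replicate inhibition of at least 30% and at least 1% of replicates passing that level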;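 also: 0% = median of the neutral control wells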
NR2E3 ag-2: human photoreceptor-specific nuclear receptor agonism | 0.35% of 360,000 active | Q9Y5X4 | AID 602229 | CHO-S Gal4-NCOR/VP16-NR2E3 two-hybrid, luciferase | inhibition of corepressor binding, % at 3.98 µM;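 active = inhibition above the mean of all tested compounds plus 3 SD, cut at about 70% in these data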;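 also: 0% = DMSO with NR2E3 transfected cells and 100% = cells lacking NR2E3 construct; higher means lower luciferase signal from less NR2E3 corepressor binding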
Peg3 promoter: inhibitors of Peg3 promoter; AID 588405; 1.7% of 360,000 active; HeLa PEG-Prom luciferase reporter, luminescence, overnight; inhibition, % at 20 µM;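 active = inhibition of at least 50% at 20 µM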
HIF-2a block: inhibitors of HIF-2a; 786-0 RCC cells HIF-2a reporter, luciferase luminescence, overnight; inhibition, % at 18.8 µM; 0.72% of 360,000 active; AID 624352;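 active = inhibition of the luminescence signal of 40% or more relative to plate controls, in a single-dose primary screen at 18.75 µM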
PDI turbidity: blocks human protein disulfide isomerase activity; P07237; 0.052% of 350,000 active; inhibition, % at 10 µM; PDI insulin aggregation turbidity, A650, 90 min;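 active = mean inhibition across replicates of 30% or more, whatever share of single replicates reach that level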;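 also: absorbance from insulin aggregation driven by PDI reduction with DTT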
Target sequence (P07237 whole entry, looked up): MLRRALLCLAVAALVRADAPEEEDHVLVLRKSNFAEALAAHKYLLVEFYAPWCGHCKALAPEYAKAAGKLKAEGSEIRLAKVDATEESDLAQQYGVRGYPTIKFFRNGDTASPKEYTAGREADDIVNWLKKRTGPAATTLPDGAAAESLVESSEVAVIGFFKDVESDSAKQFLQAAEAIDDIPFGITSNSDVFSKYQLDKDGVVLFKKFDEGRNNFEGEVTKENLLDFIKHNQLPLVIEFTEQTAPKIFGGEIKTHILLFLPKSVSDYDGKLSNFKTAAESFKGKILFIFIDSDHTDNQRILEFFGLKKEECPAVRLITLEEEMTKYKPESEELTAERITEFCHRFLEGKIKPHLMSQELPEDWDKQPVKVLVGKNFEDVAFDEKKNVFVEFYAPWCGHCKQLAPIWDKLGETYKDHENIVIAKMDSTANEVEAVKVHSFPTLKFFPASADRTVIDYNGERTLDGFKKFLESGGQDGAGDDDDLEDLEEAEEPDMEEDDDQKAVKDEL
* = called active by the depositor.

Screening COc1ccccc1-n1cc(-c2ccc(Br)cc2)[nH]c1=S returned Vif inh -5.3, TRPM1 prom inh 8.0, aDG glyco act 0.2, iPSC survival up 0.2, NR2E3 ag-1 0.1, Exocytosis inh -13.5, CaV13 ICDI inh -18.0, NR2E3 ag-2 -22.9, Peg3 promoter -17.7, HIF-2a block -29.7 and PDI turbidity -0.7.
For CC1(C)OC(C(O)(c2ccccc2)c2ccccc2)[C@@H](C(O)(c2ccccc2)c2ccccc2)O1 (some centres not stated) the results were Vif inh 3.4, TRPM1 prom inh 7.3, aDG glyco act 0.2, iPSC survival up -1.5, NR2E3 ag-1 0.6, Exocytosis inh -8.8, CaV13 ICDI inh -4.2, NR2E3 ag-2 4.6, Peg3 promoter 64.4*, HIF-2a block -11.6 and PDI turbidity -1.8.
For O=C(CSc1nncn1-c1ccccc1)NCc1cccs1 the results were TRPM1 prom inh -3.2, aDG glyco act 0.1, iPSC survival up 3.7, NR2E3 ag-1 3.9, Exocytosis inh -0.8, CaV13 ICDI inh -2.8, NR2E3 ag-2 0.2, Peg3 promoter -2.1, HIF-2a block 13.4 and PDI turbidity -0.7.
For CC(C)OP(=O)(OC(C)C)C(NC(=O)c1ccc(Br)cc1)c1ccccc1 (configuration not stated) the results were Vif inh -5.6, TRPM1 prom inh -6.3, aDG glyco act 0.0, iPSC survival up 4.7, NR2E3 ag-1 -0.7, Exocytosis inh 0.2, CaV13 ICDI inh -4.1, NR2E3 ag-2 -9.7, Peg3 promoter 20.8, HIF-2a block 11.8 and PDI turbidity -2.0.
For COC(=O)c1ccc(CNC(=O)COC(=O)/C=C/c2ccc(O)c(OC)c2)cc1 the results were Vif inh 5.7, TRPM1 prom inh 2.6, aDG glyco act 0.0, iPSC survival up 4.1, Exocytosis inh -1.9, CaV13 ICDI inh -6.1, NR2E3 ag-2 -3.8, Peg3 promoter 4.8, HIF-2a block 11.9 and PDI turbidity 14.9.
O=C(c1[nH]c(C(F)(F)F)nc1-c1ccccc1)N1CCC2(CC1)C(=O)NCN2c1ccccc1 was read as aDG glyco act -0.1, iPSC survival up 3.5, Exocytosis inh -1.0, CaV13 ICDI inh -8.1, NR2E3 ag-2 -9.8, Peg3 promoter -2.7 and HIF-2a block 8.4.
CN(C)c1ccc(S(=O)(=O)NCC(=O)OCC(=O)NC(=O)C2CCCCC2)cc1[N+](=O)[O-] was read as Vif inh -0.6, TRPM1 prom inh 5.4, aDG glyco act 0.9, iPSC survival up -0.1, NR2E3 ag-1 3.6, Exocytosis inh 1.3, CaV13 ICDI inh -4.8, NR2E3 ag-2 -13.4, Peg3 promoter 0.3, HIF-2a block -0.4 and PDI turbidity 13.0.
CC1N(C(=O)N2CCOCC2)CCN1S(=O)(=O)c1ccc(Cl)cc1 (configuration not stated) was read as Vif inh -0.8, TRPM1 prom inh 12.8, aDG glyco act 0.0, iPSC survival up 0.3, NR2E3 ag-1 3.9, Exocytosis inh -13.4, CaV13 ICDI inh -3.9, NR2E3 ag-2 1.5, Peg3 promoter 19.9, HIF-2a block 2.2 and PDI turbidity 1.4.
For Cc1noc(C)c1NC(=O)Nc1ccc2c(c1)C(=O)N([C@@H](C)CO)C[C@@H](C)[C@@H](CN(C)Cc1ccc3c(c1)OCO3)O2 the results were TRPM1 prom inh -3.3, aDG glyco act -0.2, iPSC survival up -0.9, Exocytosis inh 2.8, CaV13 ICDI inh -9.5, NR2E3 ag-2 -17.3, Peg3 promoter 0.4, HIF-2a block 15.3 and PDI turbidity 7.4.
`COc1ccc(/C=C/C(=O)c2ccc3c(c2)OCCO3)cc1[N+](=O)[O-]` gave Vif inh -23.8, TRPM1 prom inh -26.2, aDG glyco act 0.3, iPSC survival up -1.4, NR2E3 ag-1 0.0, Exocytosis inh 3.2, CaV13 ICDI inh -7.3, NR2E3 ag-2 -3.4, Peg3 promoter 71.1*, HIF-2a block -60.9 and PDI turbidity -17.6.
For CC(=O)NC(c1cc(Cl)c2cccnc2c1O)C1CC1 (configuration not stated) the results were Vif inh 4.7, TRPM1 prom inh 51.6, aDG glyco act -0.3, iPSC survival up -1.1, NR2E3 ag-1 0.1, Exocytosis inh 2.7, CaV13 ICDI inh -5.8, NR2E3 ag-2 -25.5, Peg3 promoter 28.9, HIF-2a block 11.7 and PDI turbidity -2.4.
For CCOC(=O)c1c(C)nn(-c2ncccc2NC(=O)CCC(=O)O)c1C the results were Vif inh 0.0, aDG glyco act -0.1, iPSC survival up 0.2, NR2E3 ag-1 -0.3, Exocytosis inh -2.4, CaV13 ICDI inh -5.2, NR2E3 ag-2 -5.0, Peg3 promoter -1.8, HIF-2a block 11.8 and PDI turbidity 1.2.
CC1(C(=O)OCC(=O)NNC(=O)COc2ccc(Cl)cc2)CC1(Cl)Cl (configuration not stated) was read as Vif inh 3.1, TRPM1 prom inh 8.3, aDG glyco act 0.0, iPSC survival up 0.0, NR2E3 ag-1 0.6, Exocytosis inh -0.1, CaV13 ICDI inh -2.7, NR2E3 ag-2 -3.2, Peg3 promoter 9.1, HIF-2a block -0.7 and PDI turbidity 4.6.
`Cc1cc(C(=O)COC(=O)c2ccc[nH]c2=O)c(C)n1-c1ccccc1` gave Vif inh 10.7, TRPM1 prom inh -26.0, aDG glyco act -0.1, iPSC survival up -3.5, NR2E3 ag-1 -0.3, Exocytosis inh 1.2, CaV13 ICDI inh -2.0, NR2E3 ag-2 -52.3, Peg3 promoter -12.8, HIF-2a block 43.8* and PDI turbidity 6.5.
Cc1[nH]nc(-c2cccnc2)c1N=NN(C)C was read as Vif inh -16.7, TRPM1 prom inh 72.5*, aDG glyco act -0.3, iPSC survival up -3.7, Exocytosis inh 2.5, CaV13 ICDI inh -10.7, NR2E3 ag-2 4.8, Peg3 promoter 71.2*, HIF-2a block 29.0 and PDI turbidity -10.4.
For Cc1ccc(N2CC(C(=O)Nc3ccc(S(=O)(=O)N4CCOCC4)cc3)CC2=O)cc1 (configuration not stated) the results were TRPM1 prom inh 5.9, aDG glyco act 0.4, iPSC survival up 5.3, NR2E3 ag-1 2.2, Exocytosis inh -2.4, CaV13 ICDI inh -8.3, NR2E3 ag-2 -4.9, Peg3 promoter 0.4, HIF-2a block -14.5 and PDI turbidity -5.8.
Screening CCCCCn1c(CN2CCN(c3cccc(Cl)c3)CC2)nc2c1c(=O)n(C)c(=O)n2C returned Vif inh -4.3, TRPM1 prom inh 5.6, aDG glyco act 0.4, iPSC survival up -0.1, NR2E3 ag-1 2.3, Exocytosis inh -1.7, NR2E3 ag-2 3.0, Peg3 promoter 7.8, HIF-2a block -10.4 and PDI turbidity 4.3.
Screening Cc1ccc2cccc(O)c2[n+]1[O-] returned Vif inh -12.7, TRPM1 prom inh 12.5, aDG glyco act 0.0, iPSC survival up 0.9, NR2E3 ag-1 1.1, Exocytosis inh -1.6, CaV13 ICDI inh -5.2, NR2E3 ag-2 7.6, Peg3 promoter 11.6, HIF-2a block 5.9 and PDI turbidity 4.5.
CCCCNC(=O)C1(C)CCN1C(=O)c1ccncc1 (configuration not stated) was read as Vif inh -7.6, aDG glyco act -0.1, iPSC survival up -2.1, Exocytosis inh -2.8, CaV13 ICDI inh -6.2, NR2E3 ag-2 -36.9, Peg3 promoter -5.9, HIF-2a block 12.1 and PDI turbidity 5.7.
CCOc1ccccc1N1CC(C(=O)NNC(=O)c2cc(OC)c(OC)c(OC)c2)CC1=O (configuration not stated) was read as Vif inh 1.2, TRPM1 prom inh -2.5, aDG glyco act 0.0, iPSC survival up -0.4, NR2E3 ag-1 -0.9, Exocytosis inh -0.5, CaV13 ICDI inh -1.4, NR2E3 ag-2 1.2, Peg3 promoter -9.5, HIF-2a block 6.6 and PDI turbidity 3.2.

Reprinted at random: 2 compounds from above, in no set order.
CC1N(C(=O)N2CCOCC2)CCN1S(=O)(=O)c1ccc(Cl)cc1 (configuration not stated) was read as Vif inh -0.8, TRPM1 prom inh 12.8, aDG glyco act 0.0, iPSC survival up 0.3, NR2E3 ag-1 3.9, Exocytosis inh -13.4, CaV13 ICDI inh -3.9, NR2E3 ag-2 1.5, Peg3 promoter 19.9, HIF-2a block 2.2 and PDI turbidity 1.4.
Screening COc1ccccc1-n1cc(-c2ccc(Br)cc2)[nH]c1=S returned Vif inh -5.3, TRPM1 prom inh 8.0, aDG glyco act 0.2, iPSC survival up 0.2, NR2E3 ag-1 0.1, Exocytosis inh -13.5, CaV13 ICDI inh -18.0, NR2E3 ag-2 -22.9, Peg3 promoter -17.7, HIF-2a block -29.7 and PDI turbidity -0.7.

Following part
C#CCN1c2ccccc2Sc2cccnc21 was read as Vif inh -10.2, TRPM1 prom inh 11.3, aDG glyco act 0.0, iPSC survival up -0.6, NR2E3 ag-1 -5.7, Exocytosis inh -2.5, CaV13 ICDI inh -2.9, NR2E3 ag-2 -24.7, Peg3 promoter 14.7, HIF-2a block 12.1 and PDI turbidity 3.4.
For C=CCN1C(=O)c2ccc(C(=O)N3CCC(C(=O)OCC)CC3)cc2C1=O the results were TRPM1 prom inh -9.2, aDG glyco act -0.1, iPSC survival up -0.5, Exocytosis inh 12.0, CaV13 ICDI inh -5.3, NR2E3 ag-2 -12.7, Peg3 promoter 0.0, HIF-2a block -2.5 and PDI turbidity 6.4.
For O=C1CCCN1CCCNc1ccc(S(=O)(=O)N2CCCCC2)cn1 the results were Vif inh 3.0, TRPM1 prom inh 6.0, aDG glyco act 1.6, iPSC survival up 3.5, NR2E3 ag-1 4.3, Exocytosis inh 0.0, CaV13 ICDI inh -5.6, NR2E3 ag-2 2.2, Peg3 promoter -6.6, HIF-2a block -20.9 and PDI turbidity -2.2.
Screening COC(=O)C1=C(O)/C(=C\c2ccc(CNS(=O)(=O)c3ccccc3)o2)N=C1C returned Vif inh -2.6, TRPM1 prom inh 4.5, aDG glyco act -0.2, iPSC survival up -0.1, NR2E3 ag-1 -5.9, Exocytosis inh -7.3, CaV13 ICDI inh -6.7, NR2E3 ag-2 -12.0, Peg3 promoter 5.5, HIF-2a block 7.9 and PDI turbidity 0.5.
Screening Nc1nnc(-c2ccccc2)s1 returned Vif inh 1.5, TRPM1 prom inh 3.5, aDG glyco act -0.1, iPSC survival up 2.8, NR2E3 ag-1 3.5, Exocytosis inh -2.7, CaV13 ICDI inh -5.2, NR2E3 ag-2 -22.9, Peg3 promoter -14.4, HIF-2a block -33.9 and PDI turbidity 3.0.
For CCOc1ccccc1N(CC(=O)NCC1CCCO1)C(=O)CNS(=O)(=O)c1ccccc1 (configuration not stated) the results were Vif inh -1.8, TRPM1 prom inh -0.3, aDG glyco act -0.2, iPSC survival up 0.1, NR2E3 ag-1 3.4, Exocytosis inh 5.0, NR2E3 ag-2 7.4, Peg3 promoter 13.3, HIF-2a block 16.2 and PDI turbidity 5.4.
Screening Cc1ccc(C(=O)NC2CCCCNC2=O)cc1 (configuration not stated) returned Vif inh 6.5, TRPM1 prom inh -27.3, aDG glyco act 0.0, iPSC survival up -0.1, NR2E3 ag-1 0.5, Exocytosis inh 4.4, CaV13 ICDI inh -20.3, NR2E3 ag-2 -15.4, Peg3 promoter -142.1, HIF-2a block -153.2 and PDI turbidity 10.5.
